# Insulin prom inh: inhibitors of insulin promoter-driven GFP, primary screen, imaging, TRM-6 cells (human fetal islet line), eGFP reporter, cell count; reporter expression induced with tamoxifen; inhibition, % at 2 µM; 130,000 tested, 0.9% active; AID 1273, 2008;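 active = inhibition above the mean plus 3 SD, with well images judged a real hit on visual review, cut at about 60% in these data, passing the limit was not always enough; inconclusive = inhibition over the cutoff but images rejected on review; inactive = inhibition not above the cutoff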
# SDO1 yeast rescue: growth rescue of sdo1-depleted yeast, primary screen, S. cerevisiae, bone marrow failure model; S. cerevisiae sdo1-depleted JHY4D growth rescue, OD600 30 h; stronger effect = higher value; pdr5 snq2 efflux-pump mutant strain; 140,000 tested, 0.21% active; z-score at 10 µM;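 active = z-score above 3 at both the 24 hr and the 30 hr optical density reads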;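 note: z-score against mean and SD of all compound wells on the same plate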
# SDO1 yeast rescue Rescue 24 h: recorded beside SDO1 yeast rescue, whose call it bears; z-score; S. cerevisiae sdo1-depleted JHY4D growth rescue, OD600; measured here: growth rescue at 24 h;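 0 is the plate mean of compound wells and units are plate SD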
# * = called active by the depositor; ? = inconclusive; · = no result given. Rows are unselected. About 0.91% of those tested had a hit in this group.
Insulin prom inh | SDO1 yeast rescue | SMILES | SDO1 yeast rescue Rescue 24 h
24 | 1.3 | Cc1ccc(-n2nnnc2SCC(=O)N2CC(=O)Nc3ccccc32)cc1 | 1.2
-356 | -0.52 | COc1ccc(Br)cc1C(=O)Nc1ccc(N2CCN(S(C)(=O)=O)CC2)cc1 | -2.1
-44 | -0.12 | CCn1nnnc1SCC(=O)c1ccc(C)cc1 | -0.96
-16 | 0.54 | CCc1ccc(N(C(=O)C(F)(F)F)C(C(=O)NC2CCCCC2)c2ccncc2)cc1 (stereo not given) | 0.29
· | -0.17 | Cc1nc2c3ccccc3n(CC#N)c(=O)n2n1 | -0.46
· | -0.78 | Cc1ccc(NC(=O)CNc2ccc(Cl)cc2F)cc1 | -0.8
· | -2 | C/C(NC(=O)c1cccs1)=C1\C(=O)C[C@@H]2[C@H]1C2(C)C | -1.4
5 | · | COc1ccc(OCC(=O)NC(CC(=O)O)c2ccc(OC)c(OC)c2)cc1 (stereo not given) | ·
-253 | -2 | Clc1ccc2nc(-c3ccccn3)c(Nc3ccc4c(c3)OCO4)n2c1 | -0.95
0 | -1 | O=C(NC(=S)Nc1cc([N+](=O)[O-])ccc1Cl)c1ccccc1 | 0.94
· | 0.19 | O=C(c1cc(-c2ccco2)on1)N1CCN(c2ccccc2)CC1 | 0.14
40 | 0 | COc1ccccc1CNC(=O)c1cccc(-c2ccc(C)c3ccccc23)n1 | 0.4
· | -0.49 | Cc1ccc2oc(-c3ccc(C)c(NC(=S)NC(=O)c4cccs4)c3)nc2c1 | 0.67
-11 | 0.92 | CN1CCN(C(=O)CCNC(=O)Cn2ccc3ccccc3c2=O)CC1 | 0.75
-142 | 0.26 | CCOC(=O)C1CSC(CC(=O)Nc2ccc(OCC)cc2)C(=O)N1 (stereo not given) | 0.46
0 | · | NC(=O)N/N=C/c1ccc(-c2cccc(C(F)(F)F)c2)o1 | ·
· | -1.3 | Cc1sc(NC(=O)c2cccs2)c(C(N)=O)c1C | 0.13
-125 | -0.12 | Cc1nc(CCNC(=O)c2cccs2)cs1 | -0.78
25 | · | NS(=O)(=O)c1ccc(N2CCCC2=O)c([N+](=O)[O-])c1 | ·
-51 | 0.37 | COC(=O)CN1C(=O)N(c2ccccc2)C(N(O)C(=O)Nc2ccccc2)C1(C)C (stereo not given) | 0.19
44 | -0.77 | O=C(NC1CC1)c1nc2c(nnn2Cc2ccccc2Cl)c(=O)[nH]1 | -1.3
13 | -0.05 | COc1cccc(C(=O)OCCN2CCCCC2)c1 | -0.69
-73 | -0.87 | COc1ccc2c(c1)O[C@@H](c1cccc(C(F)(F)F)c1)[C@H](O)C2=O | -1.6
-103 | 0.11 | COc1ccc(CNC(=O)C2CCN(S(=O)(=O)c3cc(OC)ccc3OC)CC2)cc1 | -0.47
40 | 0.1 | CC(OC(=O)c1ccc2ncsc2c1)C(=O)Nc1ncc(Cl)cc1Cl (stereo not given) | 0.09
30 | 3.5* | Cc1c(Cl)cccc1NC(=O)c1ccc(-n2ccnc2)nc1 | 4.8*
· | 0.78 | COc1ccc(C(O)P(=O)(OC2CCCCC2)c2ccc(N(C)C)cc2)cc1OC (stereo not given) | 0.74
· | -0.81 | Cc1ccc(C(=O)N2CCN=C2SCc2ccc([N+](=O)[O-])cc2)cc1 | -1.6
57 | · | CN(CC(=O)Nc1ccc(F)cc1[N+](=O)[O-])Cc1ccccc1 | ·
17 | 0.55 | O=C(CCC(=O)c1cccs1)OCC(=O)c1ccc(Cl)s1 | 0.32
46 | -0.07 | COC(=O)Cn1c(C)c(C#N)c2ccccc21 | -0.36
-15 | -0.85 | COc1cc(OC)c(NC(=S)Nc2cccc(C(C)=O)c2)cc1Cl | -1.2
-2 | 0.24 | CCOC(=O)CSCC(=O)Nc1nnc(-c2cccc([N+](=O)[O-])c2)s1 | 0.15
16 | -1.1 | Cn1ccnc1Sc1nc(Nc2cccc(Cl)c2)nc(N2CCOCC2)n1 | -1
5 | 0.12 | O=C(Nc1nccs1)C1CCCN1S(=O)(=O)c1ccc(F)cc1 (stereo not given) | -0.69
24 | 0.52 | c1ccc2c3nnc4n(c-3nc2c1)CCCS4 | -0.06
· | -0.07 | CCc1ccccc1NC(=O)CN(C)C(=O)CSc1nn(-c2ccccc2)c(=S)s1 | -0.51
33 | -0.79 | COc1ccc(OC)c(/C=N\NC(=O)CSc2nnc(CCCc3ccc(OC)c(C)c3)o2)c1 | -0.52
10 | -1.1 | COc1ccc(C(=O)Oc2cccc(/C=N/NC(N)=S)c2)cc1 | -0.79
? | 0.77 | Cc1ccc(-n2c(C)csc2=N)cc1 | 0.7
-184 | -1.3 | COC(=O)CN1C(=O)S/C(=C/c2ccc(N3CCCCC3)o2)C1=O | -1.4
-17 | -1.5 | Oc1ccc(N=Nc2nc(-c3ccccc3)c(-c3ccccc3)[nH]2)cc1 | -0.88
-29 | · | O=C(C1CC1)N1CCN(c2ccnc3cc(Cl)ccc23)CC1 | ·
-17 | 0.48 | CC(C)(C)c1ccc(S(=O)(=O)NCc2ccc(C(=O)N3CCCC3)cc2)cc1 | 0.81
-376 | · | O=S(=O)([O-])CCC[n+]1c(/C=C\Nc2ccccc2)oc2ccc(-c3ccccc3)cc21 | ·
· | -0.56 | CCCCCOC(=O)CSc1nc2c(c(=O)[nH]c(=O)n2C)n1Cc1ccc(Cl)cc1 | -0.32
-38 | -0.77 | CCOc1cc(/C=N\NC(=O)c2ccc(NC(=O)CC)cc2)ccc1OC(=O)c1ccccc1 | 1.1
-8 | 0.77 | O=C(CC1SC(=Nc2ccccc2)N(CCCCO)C1=O)NCc1ccccc1 (stereo not given) | -0.13
38 | 0.32 | Cc1nnc2n1N=CC=C(c1ccccc1)S2 | -0.36
-97 | -1.3 | Oc1ccc(CNc2ccccc2O)cc1 | -0.48

# Next section
Insulin prom inh | SDO1 yeast rescue | SMILES | SDO1 yeast rescue Rescue 24 h
12 | 0.01 | Cc1cccc(NC(=O)c2sc(C)nc2C)c1 | -0.97
· | -1.9 | CC(=Nc1ccc(O)cc1)c1sc2ccccc2c1O | -2
-10 | -0.76 | CCOC(=O)C(=NCCOC)NNc1cc(Cl)ccc1Cl | -0.89
22 | 0.41 | Cc1cc(OCC(=O)Nc2ccccc2F)nc(C(C)C)n1 | 0.28
· | -0.41 | COC(=O)[C@H](CCSC)NC(=O)Nc1ccc(C(C)C)cc1 | -0.17
22 | -0.85 | O=C(Nc1ccc(Cl)c(Cl)c1)c1ccc(Cn2c(=O)[nH]c3ccsc3c2=O)cc1 | -0.02
· | 0.22 | C=CCn1c(Sc2nnc(C)s2)nc2c1c(=O)[nH]c(=O)n2C | 0.49
-25 | 0.61 | CN1C(=O)CC(N2CCC(c3nc4ccccc4s3)CC2)C1=O (stereo not given) | 0.49
-9 | -1.1 | CCn1c(SCc2nc3ccccc3s2)nnc1-c1cccs1 | -0.82
75* | 0.21 | COc1ccc(CNC(=O)C2(c3ccc(Cl)cc3)CC2)cc1 | -0.15
-2 | -0.84 | O=C(Nc1ccc2c(c1)CCC2)c1ccc(Br)o1 | -0.82
36 | -0.26 | COc1ccccc1-c1nnc2n1N=C(C(C)(C)C)CS2 | -0.38
71 | 0.33 | COC(=O)c1ccc(Cl)c(NC(=O)CN2CCOCC2)c1 | -0.27
0 | -0.22 | O=C(CSc1nnc(CNC(=O)c2cccs2)o1)c1ccc(Cl)cc1 | -0.51
· | 0.69 | Cc1ccc(C(=O)OCCc2sc[n+](Cc3ccccc3)c2C)cc1 | 0.23
-46 | -1.1 | Cc1onc(-c2ccccc2Cl)c1C(=O)OCC(=O)c1ccccc1 | -1.6
· | -0.87 | COc1ccc(-c2csc(NC(=O)COC(=O)Cc3ccc(Cl)cc3Cl)n2)cc1 | -0.47
0 | 0.49 | CCOc1ccc(NC(=O)CSc2nc3cccnc3n2CCOC)cc1 | 0.27
-91 | -0.37 | Cc1ccc(S(=O)(=O)N2CCC(C(=O)NCc3ccccc3Cl)CC2)cc1 | -0.69
-390 | -0.03 | Cn1c(/C(C#N)=N/O)nc2ccccc21 | -0.02
-34 | -0.87 | COc1ccc(S(=O)(=O)n2oc(=O)cc2-c2ccccc2)cc1 | -0.47
-62 | -1 | C=CCc1cc(C=O)cc(OCC)c1OCc1ccc(Cl)cc1 | -1.4
· | 2 | COc1ccc(Nc2cc(C)nc3ncnn23)c(OC)c1 | 0.94
23 | 1.4 | Nc1cc(=O)nc(SCC(=O)Nc2cccc3ccccc23)n1CCc1ccccc1 | 1.6
8 | 0.86 | Cc1ccc(NC(=O)c2noc3c2CCc2ccccc2-3)cc1 | -0.64
22 | -1.4 | COc1ccc(NC(=O)c2cccc(Oc3ccc([N+](=O)[O-])cc3Cl)c2)cc1 | -1.2
-9 | 0.53 | COc1ccccc1N(CC(=O)NCc1ccccn1)S(C)(=O)=O | 0.65
56 | 0.38 | COc1ccc(CCNC(=O)Cc2nn(C)c(=O)c3ccccc23)cc1OC | -0.2
17 | 0.5 | Cc1nnc(SCC(=O)NC(C)c2ccccc2)[nH]c1=O (stereo not given) | -0.12
47 | -1.9 | COc1ccc(-c2[nH]ncc2-c2ccc3c(c2)OCCO3)c(O)c1 | -1.4
0 | 0.54 | CCOC(=O)C1=C(O)/C(=C\c2sccc2C)N=C1C | -0.86
47 | -0.23 | CC(=O)Nc1ccc(N2C(C(C)=O)=NN(c3ccc(Cl)cc3)C2c2sccc2C)cc1 (stereo not given) | -0.1
· | -0.34 | CN(c1ccccc1)c1nc(N)c([N+](=O)[O-])c(NCc2ccco2)n1 | -0.37
43 | -0.74 | O=C(CSc1nc2ccccc2[nH]1)c1cccs1 | -0.22
9 | -0.64 | Cc1ccccc1NC1(C#N)C(=O)Nc2ccccc21 (stereo not given) | -0.83
56 | 0.57 | CC(=O)CCS(=O)(=O)c1ccc(Oc2ccc(S(=O)(=O)CCC(C)=O)cc2)cc1 | 0.46
· | 1.4 | CC(C)C(=O)Nc1ccc(C(=O)NNC(=O)NC2CCCCC2)cc1 | 1.5
14 | 0.13 | CC(C)c1ccc(N2CC(C(=O)Nc3nccs3)CC2=O)cc1 (stereo not given) | -0.59
38 | -1.3 | CCOc1cc(C)c(C(C)C)cc1S(=O)(=O)NCc1ccccn1 | -1.3
-19 | 0.28 | CCC(C)NC(=O)/C=C1\Sc2ccccc2NC1=O (stereo not given) | 0.16
-14 | 0.04 | COc1ccc(C2C=C(c3ccccc3)Nc3nc(NC(C)=O)nn32)cc1 (stereo not given) | 0.4
0 | -1.6 | COC(=O)c1[nH]c2ccc(C)cc2c1NC(=O)Nc1ccccc1OC | -1.4
36 | 1 | CCOC(=O)c1c(NC(=O)OC)sc(C(=O)N(C)C)c1C | 0.91
-196 | 0.51 | O=S(=O)(/N=C(/Nc1ccccn1)c1ccccc1)c1ccccc1 | 1.6
33 | -1.9 | Cn1c(N2CCN(C(=O)Nc3ccc(C(F)(F)F)cc3)CC2)nc2ccccc21 | -1.3
· | -1.3 | CC(=O)N1CCN(S(=O)(=O)c2ccc(C)cc2)C1c1ccc(N(C)C)cc1 (stereo not given) | -1.8
10 | 1.3 | Oc1c(C(c2cccs2)N2CCN(c3ccccc3)CC2)ccc2cccnc12 (stereo not given) | 1
-27 | · | COCCCNC(=O)CSc1nc2ccccc2c(=O)n1Cc1ccc2c(c1)OCO2 | ·
-3 | 0.84 | O=C(O)/C=C/C(=O)NCc1ccccc1 | 0.41
· | -0.35 | O=C1N(S(=O)(=O)c2ccccc2F)C(=O)C2(CCCC2)N1S(=O)(=O)c1ccccc1F | 0.01

# (list continues)
Insulin prom inh | SDO1 yeast rescue | SMILES | SDO1 yeast rescue Rescue 24 h
21 | 0.61 | COc1cccc(/C=N/n2c(=S)n(C)c3ccccc32)c1OC | 1.4
33 | · | COc1ccc(OC)c(-c2csc(NC(=O)Cc3cccs3)n2)c1 | ·
29 | 1.9 | COC(=O)c1c(C(=O)OC)c2ccncn2c1Cl | 1.5
· | -0.41 | Cc1cccc(NC(=O)COc2cccc3c2CCN(Cc2ccccc2)C3=O)c1C | -0.21
-11 | · | Cc1ncc([N+](=O)[O-])n1CC(=O)Nc1ccccc1 | ·
43 | -1 | Cn1c(NC(=O)c2ccc(C(C)(C)C)cc2)cc(=O)n(C)c1=O | -1.2
0 | -0.76 | Cc1nc(N2CCN(c3ccccc3)CC2)[nH]c(=O)c1Cc1cccc2ccccc12 | -0.97
14 | 0.13 | CCCOC(=O)Nc1nnc(CCC)s1 | -0.64
35 | · | O=C(O)CSCC(=O)NCc1ccccc1Cl | ·
· | -0.37 | Cc1ccc(NC(=O)Cc2ccccc2Cl)cc1S(=O)(=O)N(C)C | 0.03
-3 | -1.4 | CC(=O)OCCCN1c2ccccc2Nc2nnc(-c3ccccc3)cc21 | -1
44 | · | O=C(CN1CC(=O)Oc2ccccc21)OCC(=O)c1ccc(Br)cc1 | ·
-8 | · | CCn1cc(C(=O)OCC(=O)NCc2ccccc2Cl)c(=O)c2ccc(C)nc21 | ·
12 | 1 | Cc1ccc(C(=O)Nc2nnc(-c3cccs3)s2)cc1C | 1.3

# Source: PubChem (several laboratories)
